ERK EGF block: qHTS Assay for Inhibitors of the ERK Signaling Pathway using a Homogeneous Screening Assay; Stimulation with EGF; HEK293-V1b, EGF-stimulated phospho-ERK AlphaScreen; Potency, µM (titrated, usually from 11.5 µM), inactives show at the highest dose activity change, negative = inhibition, hits mostly inhibitors; actives 0.41% (n = 130,000); AID 1454, 2008; active means well fitted inhibition curve with a large enough effect; inconclusive means small, poorly fitted or top-dose-only effect, or effect the other way;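 further: plate controls were stimulated vehicle wells for no effect and unstimulated vehicle basal for full effect; nearly all actives have a fitted effect of over 55% in size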
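EGF-stimulated (25 nM, 5 min) phospho-ERK in HEK293 cells stably expressing V1b, cells pretreated 30 min with compound at 37C. Homogeneous AlphaScreen read on lysates.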
The depositor's hits bear a star; ? = inconclusive; & = joins results of further samples; [ ] = dose if it differs, or a comment. Potency means the concentration at half of the fitted maximal effect.

SMILES	ERK EGF block
Cc1nn(C)c(-c2n[nH]c(=S)n2-c2ccccc2)c1Cl	7.2%
Cc1cc2cc(C)c3nnc(SCC(=O)Nc4ccc(S(=O)(=O)N5CCCCC5C)cc4)n3c2cc1C (configuration not stated)	4.4%
CCCCn1c(-c2csc(CCC)c2)n[nH]c1=S	29.1%
CN1CCCC(OC(=O)c2ccc3c(c2)OCCO3)C1 (configuration not stated)	-8.9%[57.5 µM]
CCC(O)C1CCN(Cc2cn(-c3ccc(OC)cc3)nc2-c2cccc(F)c2)CC1 (configuration not stated)	-19.0%
COc1ccc(/C=C2/SC(=O)N(CCNC(=O)CC(NC(C)=O)c3ccccc3)C2=O)cc1 (configuration not stated)	-1.9%[57.5 µM]
O=C1CN(C(=O)c2ccc(Cl)nc2)c2ccccc2N1	-0.9%
NS(=O)(=O)c1ccc(NC(=S)NC(=O)/C=C/c2cccs2)cc1	2.4%
O=S(=O)(c1cccc(-c2csc(-c3cccnc3)n2)c1)N1CCOCC1	2.3%[57.5 µM]
CN1CCN(S(=O)(=O)c2cccc(C(=O)NCc3ccccc3Cl)c2)CC1	4.5%
COCc1cc(C)nc(OCC(=O)N/N=C/c2ccccc2)c1C#N	-3.9%
O=C(CCl)Nc1cc2[nH]c(=O)[nH]c2cc1Br	-5.0%
S=c1nccc(-c2ccc3c(c2)CCO3)[nH]1	1.0%[57.5 µM]
COc1ccc(C2=CC3=C(Br)C(=O)C(C)(O)C(=O)C3=CO2)cc1 (configuration not stated)	-2.3%
O=C(CN1CCN(Cc2ccccc2)CC1)N1CCCCCC1	-4.5%
CCCCCCCC/C=C\CCCCCCCCOC[C@H](COP(=O)([O-])OCC[N+](C)(C)C)OC(C)=O	-4.8%
N#Cc1ccccc1OCC(=O)NC(=O)NCc1ccccc1	9.5%
CCN(CC)CCCNc1nc(C)cc(COC)c1C#N	-4.0%
CCOC(=O)N1CCN(C(=O)C2CCN(S(=O)(=O)c3cc(C)ccc3OC)CC2)CC1	0.4%
COc1cc2[nH]c(=S)n(Cc3ccc(C)cc3)c(=O)c2cc1OC	-6.2%
Cc1ccc(NC(=O)CN2C(=O)NC(Cc3c[nH]c4ccccc34)C2=O)cc1S(=O)(=O)N1CCCCC1 (configuration not stated)	1.2%
Clc1ccccc1CN1CCN(CCCc2ccccc2)CC1	0.2%
CSc1ccccc1NC(=O)COc1ccc(Cl)cc1C	-5.0%
CC(=O)n1cc([C@@H]2C=C(C(=O)N3CCOCC3)O[C@H](OCCCCO)C2)c2ccccc21	-9.9%[57.5 µM]
Cn1c(CN2CCOCC2)nc2cc(NC(=O)COc3ccccc3)ccc21	-4.9%
Cc1cc(C)n(-c2nc(N(C)C)nc(N(C)C)n2)n1	-0.9%
CC(C)(C)OC(=O)N/N=C/c1cccc([N+](=O)[O-])c1	-0.3%
CC(C)N1CCCC(CNC(=O)CCc2nnc(CCCCc3ccccc3)o2)C1 (configuration not stated)	-3.9%
Cc1ccnc2ccc(P(=O)(c3ccccc3)c3ccccc3)cc12	0.6%
Cc1ccc(OCC(=O)Nc2ccc3c4c(cccc24)CC3)c(C)c1	-2.2%

The closing 5 compounds of the section above lead into the next:
SMILES	ERK EGF block
Cc1cc(C)n(-c2nc(N(C)C)nc(N(C)C)n2)n1	-0.9%
CC(C)(C)OC(=O)N/N=C/c1cccc([N+](=O)[O-])c1	-0.3%
CC(C)N1CCCC(CNC(=O)CCc2nnc(CCCCc3ccccc3)o2)C1 (configuration not stated)	-3.9%
Cc1ccnc2ccc(P(=O)(c3ccccc3)c3ccccc3)cc12	0.6%
Cc1ccc(OCC(=O)Nc2ccc3c4c(cccc24)CC3)c(C)c1	-2.2%
Cc1cccc2nc(-c3cccc(NC(=O)c4ccc(Cl)cc4)c3)cn12	1.3%
C/C(=N\NC(=O)CNc1cccc2ccccc12)c1ccc(Br)s1	2.1%
O=c1cc(-c2ccccc2O)oc2cc(O)ccc12	21.4%
c1ccc(Cc2cc(-c3ccccc3)on2)cc1	-0.7%
Cn1nc(C(=O)OCc2ccc(Br)cc2F)c2ccccc2c1=O	-3.4%
Cc1nc2cc(NCc3cc([N+](=O)[O-])ccc3O)ccc2n1Cc1ccccc1	6.0%
Cc1c(Br)c([N+](=O)[O-])nn1CC(=O)NCc1ccco1	0.5%
O=c1[nH]c(=O)n([C@@H]2O[C@H](CO)[C@@H](O)[C@H]2O)cc1F	1.6%
CC(C)S(=O)(=O)c1csc(NC(=O)Nc2ccc(Cl)cc2)c1Cl	?
CCCC(=O)c1ccc(N2CCC(C)CC2)c(F)c1	-3.2%
O=C(Nc1ccc(-c2cnco2)cc1)c1ccc(F)cc1F	?
O=C(NC(=S)Nc1ccc(CN2CCOCC2)cc1)c1ccc(-c2cccc(Cl)c2)o1	?
COc1ccc(N2C(=O)/C(=C/c3cccs3)NC2=S)cc1	-1.2%
Nc1nonc1C(=O)OCC(=O)c1ccc(Cl)cc1	0.3%
Cc1nc(C)n(CC(=O)N2CCCC(C(=O)c3cccc4ccccc34)C2)n1 (configuration not stated)	-12.4%

Look-ups from the results shown:
For ERK EGF block, Cn1nc(C(=O)OCc2ccc(Br)cc2F)c2ccccc2c1=O is listed with -3.4%
For ERK EGF block, Cc1c(Br)c([N+](=O)[O-])nn1CC(=O)NCc1ccco1 is listed with 0.5%
For ERK EGF block, C/C(=N\NC(=O)CNc1cccc2ccccc12)c1ccc(Br)s1 is listed with 2.1%
For ERK EGF block, Cc1nc(C)n(CC(=O)N2CCCC(C(=O)c3cccc4ccccc34)C2)n1 (configuration not stated) is listed with -12.4%

The list continues:
SMILES	ERK EGF block
COc1c(C)cc(Br)cc1C(=O)NC(=S)Nc1ccc(Cl)c(C(=O)O)c1	5.0%[57.5 µM]
COc1ccc(NC(=O)C(OC(=O)c2ccc([N+](=O)[O-])o2)c2ccccc2)cc1Cl (configuration not stated)	-1.8%
O=C1CC(c2ccc(F)cc2)c2cc3c(cc2N1)CCC3 (configuration not stated)	-3.1%
Cc1ccccc1CNC(=O)c1ccccc1NS(C)(=O)=O	5.8%
C/C(=N\Nc1ccc([N+](=O)[O-])cc1)c1ccc(-n2nncc2C(C)(C)C)cc1	-1.6%
O=C(Cc1ccccc1)N[C@@H](Cc1ccccc1)C(=O)O	-10.6%[57.5 µM]
CC(NC(=O)C12CC3CC(CC(C3)C1)C2)C(=O)N/N=C/C1=C(N2CCOCC2)C(=C\c2cccc([N+](=O)[O-])c2)/CC1 (configuration not stated)	18.7%
Cc1cc(C)cc(NS(=O)(=O)c2ccc3[nH]cc(C(=O)N4CCc5ccccc54)c(=O)c3c2)c1	8.5%
O=C(NNS(=O)(=O)c1ccccc1)c1cccnc1	-4.6%[57.5 µM]
CCc1ccccc1N(C(C)=O)c1nc(CCl)cs1	2.9%
Cn1cc(S(=O)(=O)Nc2ccc(OC(F)(F)F)cc2)c(=O)n(C)c1=O	15.5%[57.5 µM]
O=C(NC1CCS(=O)(=O)C1)OC1CCCCC1 (configuration not stated)	-3.8%
COc1ccccc1NS(=O)(=O)c1cc(NC(=O)c2ccc3ccccc3n2)ccc1Cl	-1.7%
Cc1c(C(=S)NC(=O)C2CC2)c(=O)n(-c2ccccc2)n1C	-0.6%
c1ccc2c(c1)nc(N1CCCCCC1)c1ccccc12	?

A different layout for three compounds above:
SMILES | ERK EGF block
CC(C)S(=O)(=O)c1csc(NC(=O)Nc2ccc(Cl)cc2)c1Cl | ?
CCCC(=O)c1ccc(N2CCC(C)CC2)c(F)c1 | -3.2%
O=C(Nc1ccc(-c2cnco2)cc1)c1ccc(F)cc1F | ?

A draw from above in order of number of heavy atoms, largest number first:
SMILES	ERK EGF block
CC(NC(=O)C12CC3CC(CC(C3)C1)C2)C(=O)N/N=C/C1=C(N2CCOCC2)C(=C\c2cccc([N+](=O)[O-])c2)/CC1 (configuration not stated)	18.7%
O=C(NC(=S)Nc1ccc(CN2CCOCC2)cc1)c1ccc(-c2cccc(Cl)c2)o1	?
O=c1[nH]c(=O)n([C@@H]2O[C@H](CO)[C@@H](O)[C@H]2O)cc1F	1.6%

Continuation:
SMILES	ERK EGF block
Cc1ccc(S(=O)(=O)N(C)C)cc1-n1c(SCC(=O)Nc2ccccc2)nc2ccccc2c1=O	2.3%
O=C(N/N=C/c1ccc(-c2ccccc2[N+](=O)[O-])o1)[C@H]1C[C@@H]1c1ccccc1	?
Cc1oc(S(=O)(=O)N2CCCC2)cc1C(=O)Nc1ccccc1	-1.7%[57.5 µM]
Cc1ccccc1NC(=S)NC1CCN(Cc2ccccc2)CC1	7.7%
CCCN1CCC(=NNc2ccc(C(=O)O)cc2)CC1	-4.8%
CC(=NCCc1c(C)[nH]c2ccc(C)cc12)C1=C(O)CC(c2ccccc2)CC1=O (configuration not stated)	12.9%
Cc1ccc(C(=O)n2c(-c3ccccc3)cnc2SCC(=O)Nc2ccccc2)cc1	-8.5%
COc1ccc(CN2C(=O)c3ccccc3C2=O)cc1C(=O)OCC(=O)NC1CCCCC1	2.2%
Cn1ncc([N+](=O)[O-])c1C(=O)Nc1ccc(-c2nc3ccccc3o2)cc1	-9.4%
CCc1cc2c(N=Nc3c(O)[nH]c4ccccc34)ncnc2s1	1.0%
O=Cc1ccc(OCC(=O)N2CCOCC2)cc1	7.0%
Cc1onc(-c2ccccc2)c1C(=O)N=C(N)c1ccc(Cl)cc1	-7.2%[57.5 µM]
COc1ccc(CCNC(=O)c2cc(C3CC3)on2)cc1OC	-33.6%[57.5 µM]
O=C(Nc1cccc(-c2cn3cccnc3n2)c1)Nc1ccccc1F	-11.2%
Cc1cn(C(=O)c2ccccc2)c(=S)n1-c1ccc(Cl)cc1	8.8%
CC1CN(c2ccc(Cl)nn2)CC(C)O1 (configuration not stated)	15.2%
O=C(c1ccccc1)C(C(=O)N1CCCCC1)n1ccccc1=O (configuration not stated)	-2.9%
COc1ccccc1NC(=S)Nc1ccccn1	-4.3%
CCC1CCCCN1C(=O)Cn1nc([N+](=O)[O-])c(Cl)c1C (configuration not stated)	3.7%
CN(/C=C/C(=C\C=[N+](C)c1ccccc1)OCCCS(=O)(=O)[O-])c1ccccc1	-17.3%
Cc1[nH]ccc(=O)c1Oc1ncc(C(F)(F)F)cc1Cl	4.3%
CCSCc1nc2ccccn2c1Br	7.3%
Cn1cnnc1SCC(=O)Nc1ccccc1Oc1ccccc1	1.2%
Oc1ccccc1C(Nc1nccs1)c1ccc2cccnc2c1O (configuration not stated)	2.3%[57.5 µM]
O=C(COC(=O)c1cccc(S(=O)(=O)N2CCCCC2)c1)NC1CCCc2ccccc21 (configuration not stated)	-0.1%
O=C(CCN1CCN(C/C=C/c2ccccc2)CC1)Nc1cccc(F)c1	-4.1%
COc1cc(-c2cc(=O)c3c(O)c(OC)c(OC)c(O)c3o2)ccc1O	-1.7%[57.5 µM]
CC(C)OP(=O)(OC(C)C)C(Nc1ccccc1)c1cccc2c1OCO2 (configuration not stated)	14.2%
CCOC(=O)C1(Cc2ccc(OC)cc2)CCN(C(=O)c2sc(C)nc2C)CC1	-5.7%
Cc1ccc(O)c(C(=O)c2cnn(-c3ccc(S(=O)(=O)N4CCOCC4)cc3[N+](=O)[O-])c2)c1	-4.6%
Cc1cc(Br)ccc1OCCn1ccnc1	4.6%
COc1ccc(C(=O)Nc2cccc(-c3ccc4nncn4n3)c2)cc1OC	1.0%
O=C(c1cc2cc([N+](=O)[O-])ccc2oc1=O)n1cccn1	23.6%
CCOc1cc(/C=N/NC(=O)CN(CCc2ccccc2)S(=O)(=O)c2ccc(NC(C)=O)cc2)ccc1O	-3.0%
COc1cc(NC(=O)COc2c(C)cc(C)cc2[N+](=O)[O-])c(OC)cc1Cl	3.5%
COc1cccc(-c2ccc3ncnc(NCc4cccs4)c3c2)c1	28.2µM*
CC(NC(=O)COC(=O)Cc1ccsc1)c1ccccc1 (configuration not stated)	2.7%
O=C(C[n+]1cc(-c2ccc(Cl)cc2)n2c1CCC2)N1c2ccccc2Sc2ccccc21	10.6%
COC(=O)C(Cc1ccc(O)cc1)NC(=O)C(CC(=O)OC(C)(C)C)NC(=O)OC(C)(C)C (configuration not stated)	-4.5%[57.5 µM]
Cc1ccc(S(=O)(=O)N(CC(=O)NCc2ccco2)C2CCCCC2)cc1	3.9%
Cc1nc2cc(-c3cccc(F)c3)nn2c(C)c1CCC(=O)N1CCN(c2ccccn2)CC1	1.4%[57.5 µM]
COC(=O)/C=C/c1ccc2c(c1)OCO2	-10.0%
C/C(=N\NC(=O)CSCc1ccccc1Cl)c1cc(O)ccc1O	-17.1%
COc1ccc2cc(C(=O)NCc3ccccc3)c(=Nc3ccc(C(=O)O)cc3)oc2c1	1.0%
[N-]=[N+]=Nc1ccc(C(=O)CSC[C@H](NC(=O)CC[C@H](N)C(=O)O)C(=O)NCC(=O)O)cc1	12.5%
CC1(C)CC(=O)C/C(=N\NC(=O)Cc2ccccc2)C1	8.6%
CCCCOc1c(C(=O)Nc2ccccc2)nnn1-c1ccccc1	-2.9%
COc1ccccc1OCC(O)CO (configuration not stated)	0.0%&-2.7%
ClCc1nnc(-c2cc3c(s2)CCCC3)o1	-9.7%
Cc1ccc(NC(=O)/C=C/c2ccc([N+](=O)[O-])s2)cc1	6.3%
COc1ccccc1NC(=O)/C=C/C(=O)O	-0.1%
CC(NC(=O)CCCOc1ccc(Cl)cc1)c1ccccc1 (configuration not stated)	2.2%
Cc1cc(C)n(-c2nc(C(=O)O)cs2)n1	-22.8%
C=CCOC(=O)C1C(=O)CC(C)(O)C(C(=O)OCC=C)C1c1ccc(N(C)C)cc1 (configuration not stated)	-5.1%
COc1ccccc1/C=C/C(=O)c1ccccc1	-14.3%[57.5 µM]
Cn1c(=O)c2ncn(CC(=O)N/N=C/C=C/c3ccccc3)c2n(C)c1=O	-5.7%
COC(=O)c1ccc(N2C(=O)C3CC=CC(C)C3C2=O)cc1 (configuration not stated)	2.8%
Cc1ccc(N=CC2=C(O)CC(c3cccc(Cl)c3)CC2=O)cc1 (configuration not stated)	-6.2%
COc1cc(/C=C2/SC(=Nc3ccc(O)cc3)NC2=O)ccc1O	3.0%[57.5 µM]
CCOc1cc(/C=N/NC(=O)c2ccc(CN3CCOCC3)cc2)ccc1OC	0.7%

Screening results: PubChem BioAssay, National Center for Advancing Translational Sciences (NCATS)

Some of the compounds tested, so the mix of outcomes need not match the whole.
